High-throughput results as filed in PubChem BioAssay.
TDP1 cell CPT: DT40-hTDP1 cell growth loss with CPT | Potency, µM (doses to about 46.2 µM), for the others: at the highest dose activity change, negative = growth inhibition, actives largely listed as inhibitors | 420,000 compounds, 12% hits | chicken DT40 Tdp1-/-;hTDP1 cells + 20 nM CPT, ATP luminescence, 48 h; note: nearly all actives have a fitted effect of over 55% in size
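Chicken DT40 Tdp1-/- cells complemented with human TDP1, 400 cells/well, exposed to compounds plus 20 nM camptothecin for at least 48 h at 37 C; viability read as ATP content by CellTiter-Glo luminescence.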
DT40 TDP1 no CPT: qHTS for Inhibitors of human tyrosyl-DNA phosphodiesterase 1 (TDP1): qHTS in cells in absence of CPT. DT40 Tdp1-/- hTDP1 cells, no CPT, ATP luminescence, 48 h. Potency, µM (series often up to 46.2 µM), without a hit: top-dose activity change, negative = growth inhibition, actives largely listed as inhibitors. 420,000 compounds, 15% hits; note: nearly all actives have a fitted effect of over 55% in size
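Readout: luminescence from CellTiter-Glo after 30 min in the dark at RT. Cells: DT40 Tdp1-/- with stable hTDP1, 400/well. Exposure: compounds alone, ≥48 hr, 37 °C.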
GCN5L2 inh: inhibitors of human GCN5L2 histone acetyltransferase | Q92830 | GCN5L2 HAT assay, ThioGlo1 CoA-SH fluorescence | Potency, µM (series often up to 58.9 µM), inactives show top-dose activity change, negative = inhibition, actives largely listed as inhibitors | 390,000 compounds, 0.21% hits | AID 504327
Target sequence (Q92830 whole entry, looked up): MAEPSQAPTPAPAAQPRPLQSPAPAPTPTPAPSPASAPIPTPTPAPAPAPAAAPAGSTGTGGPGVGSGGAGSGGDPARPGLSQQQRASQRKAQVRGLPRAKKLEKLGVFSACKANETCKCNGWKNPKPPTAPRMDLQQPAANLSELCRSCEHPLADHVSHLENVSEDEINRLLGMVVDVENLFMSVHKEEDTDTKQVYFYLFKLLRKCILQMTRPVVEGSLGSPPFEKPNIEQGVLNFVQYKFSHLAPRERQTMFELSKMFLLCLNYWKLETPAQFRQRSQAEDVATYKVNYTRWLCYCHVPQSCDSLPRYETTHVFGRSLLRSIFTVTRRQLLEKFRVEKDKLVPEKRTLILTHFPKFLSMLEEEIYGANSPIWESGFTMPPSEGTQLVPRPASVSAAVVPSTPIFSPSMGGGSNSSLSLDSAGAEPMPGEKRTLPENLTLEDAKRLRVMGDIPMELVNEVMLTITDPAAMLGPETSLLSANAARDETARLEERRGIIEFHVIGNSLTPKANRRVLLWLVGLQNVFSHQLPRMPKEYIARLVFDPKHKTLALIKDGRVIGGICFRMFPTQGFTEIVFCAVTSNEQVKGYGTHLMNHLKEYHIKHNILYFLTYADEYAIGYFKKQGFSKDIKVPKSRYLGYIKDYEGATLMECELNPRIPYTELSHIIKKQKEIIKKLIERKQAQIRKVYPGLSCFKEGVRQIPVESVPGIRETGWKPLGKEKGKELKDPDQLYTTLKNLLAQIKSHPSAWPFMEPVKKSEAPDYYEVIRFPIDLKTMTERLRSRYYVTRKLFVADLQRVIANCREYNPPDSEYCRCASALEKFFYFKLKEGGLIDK
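Fluorescence readout, Ex340nm/Em540nm: ThioGlo1 (50uM final) reacts with free CoA thiol released as 20nM GCN5L2 acetylates H3(1-25) peptide (75uM) using acetyl-CoA (70uM). Compound and enzyme sat 15 min beforehand; 20 min room-temperature reaction.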
* marks the source's active call; other numbers are inactive results; ? = inconclusive; . = not tested or not shown; & = joins results of further samples; ! = repeats disagree; [ ] = remark or other dose. Calls come from the whole dose curve; as a rule, active = well fitted curve in the direction sought with a large enough effect; inconclusive = small, poorly fitted or top-dose-only effect, or another doubt; inactive = no such curve, though single readings can be large; an effect the other way counts as inactive or inconclusive. % is set by controls: 0 for no effect and ±100 for the full control effect; potency is the fitted concentration of half-maximal effect.

SMILES	TDP1 cell CPT	DT40 TDP1 no CPT	GCN5L2 inh
CCC(C(=O)OCC(=O)Nc1ccc(Cl)c(S(=O)(=O)N(C)C)c1)c1ccccc1 (stereo not given)	?	?	-9%
Cc1cccc(NC(=S)NCc2cccn2C)c1	?	-28%	-10%
Cn1c(C(=O)N2CCC(C(=O)N3CCOCC3)CC2)cc2sccc21	-6%	-5%	?
C/C(=N\NC(=O)CCc1ccccc1)c1ccc(Br)cc1	17%	-24%	-4%
O=C(CSc1nnnn1-c1ccc(O)cc1)Nc1ccc(N2CCOCC2)c(Cl)c1	?	?	2%
Cc1ccc(C(=O)Nn2cnnc2)cc1[N+](=O)[O-]	-1%	-11%	.
COc1ccccc1NC(=O)C(=O)NCC(c1ccco1)N1CCc2ccccc21 (stereo not given)	?	?	-15%
O=C1CSC(=S)N1/N=C/c1cc(Br)c(O)c(Br)c1	?	?	-27%
CCN(CC)CCNC(=O)c1ccc(NC(=O)c2cc(-c3ccncc3)nc3ccccc23)cc1	15µM*	23µM*	2%
O=C(O)c1nn(-c2ccc(Cl)cc2)ccc1=O	18%	1%	-2%
CCc1ccc(-c2cc(C)no2)cc1S(=O)(=O)N1CCN(c2ccccc2F)CC1	?	-10%	-2%
O=C1C2C3C=CC(C4CC34)C2C(=O)N1c1ccc2c(c1)OCO2 (stereo not given)	?	?	-4%
COc1ccccc1NC(=O)c1sc(Cl)nc1C	-2%	-21%	-1%
Cc1nc2ccc(C(=O)N3CCN(c4ccccc4)CC3)cc2s1	-7%	-9%	6%
CCn1c(SCc2ccc(C(=O)Nc3nccs3)cc2)nnc1-c1ccc(NC(C)=O)cc1	?	?	-21%
O=C(C1Cc2ccccc2CN1C(=O)c1ccccc1)N1CCN(c2ccccc2)CC1 (stereo not given)	-2%	?	-15%
Cc1ccc(O)c(-c2cc(C(=O)Nc3ccc(S(=O)(=O)Nc4nccc(C)n4)cc3)[nH]n2)c1	-31%	-25%	-3%
COc1ccc(CCN=C(N)Nc2nc(C)cc(C)n2)cc1	7.3µM*	7.3µM*	-3%
CC1CCCC(NC(=O)C2CCN(S(=O)(=O)N3CCCCCC3)CC2)C1C (stereo not given)	?	23µM*	-1%
CCCn1nnnc1-c1cccc(Cl)c1	-2%	-1%	-4%
CCOC(=O)c1ccccc1NC(=O)COC(=O)C1CC(=O)N(CCc2ccccc2)C1 (stereo not given)	-23%	?	-6%
Cc1cccc(C(=O)Nc2ccc(N3CCC(CCN4CCOCC4)CC3)c(C(=O)O)c2)c1	1%	-13%	-9%
COc1ccccc1CNS(=O)(=O)CCNC1CC1	-9%	-21%	.
O=C(NCc1cccs1)c1ccc(Cl)c(S(=O)(=O)N2CCOCC2)c1	-16%	-19%	.
C[C@H](O)[C@@H]1C(=O)N2CCc3c([nH]c4ccccc34)[C@@H]2C[C@@H]1N(C)S(=O)(=O)c1ccccc1	?	23µM*	.

4 entries from above, as labelled records:
> CCCn1nnnc1-c1cccc(Cl)c1
  TDP1 cell CPT: -2%
  DT40 TDP1 no CPT: -1%
  GCN5L2 inh: -4%
> CCOC(=O)c1ccccc1NC(=O)COC(=O)C1CC(=O)N(CCc2ccccc2)C1 (stereo not given)
  TDP1 cell CPT: -23%
  DT40 TDP1 no CPT: ?
  GCN5L2 inh: -6%
> Cc1cccc(C(=O)Nc2ccc(N3CCC(CCN4CCOCC4)CC3)c(C(=O)O)c2)c1
  TDP1 cell CPT: 1%
  DT40 TDP1 no CPT: -13%
  GCN5L2 inh: -9%
> COc1ccccc1CNS(=O)(=O)CCNC1CC1
  TDP1 cell CPT: -9%
  DT40 TDP1 no CPT: -21%
  GCN5L2 inh: .

Other entries:
SMILES	TDP1 cell CPT	DT40 TDP1 no CPT	GCN5L2 inh
COc1ccc(C2c3c(oc4ccccc4c3=O)C(=O)N2c2ccc(C)cn2)cc1OC (stereo not given)	?	?	6%
COC(=O)c1cccc(C23CC4(C2)[C@H](CN(Cc2cccnc2)[C@@H]4c2ccccc2)C3c2ccc(C(F)(F)F)cc2)c1 (stereo not given in full)	16µM*	16µM*	-1%
O=C(/C(=N/N=C/c1ccc(O)c(O)c1O)c1ccccc1)c1ccccc1	?	?	-29%
Cc1ccc(C(O)c2ncc(-c3ccc(F)cc3)[nH]2)cc1F (stereo not given)	?	?	.
O=[N+]([O-])c1ccccc1SN(Cc1ccccc1)c1ccccn1	?	15µM*	-3%
O=C1C(Cl)=C(NCCc2ccccc2)C(=O)N1CCc1ccccc1	-5%	-27%	-17%
CCN1C(=O)/C(=C/c2ccc(C)s2)NC1=S	-27%	?	-1%
CCC1(c2ccc(Cl)cc2)NC(=S)N(c2ccccc2)N1 (stereo not given)	?	?	68%[activator]
O=C(Nc1nc(-c2cccs2)c(-c2cccs2)s1)C1(c2ccccc2)CC1	?	?	-6%
CCn1c(=O)c2cc(C(=O)N(CCN(C)C)Cc3ccccc3)sc2c2ccccc21	-26%	21µM*	-1%
CCC1CCCCN1CCCNC(=O)c1cn(CC(C)C)c(=O)c2cc(OC)c(OC)cc12 (stereo not given)	1%	1.8µM*	-6%
CC(=O)NCCNC(=O)C1Cc2c(-c3ccc4c(c3)OCO4)ccnc2O1 (stereo not given)	-9%	-10%	.
CN1CCN(c2cc(-c3ccccc3)nc3cc(-c4ccc(F)cc4)nn23)CC1	4.1µM*	5.8µM*	-4%
COc1ccc(CNS(=O)(=O)c2ccc3c(c2)C(C)(C)C(=O)N3C)cc1OC	4%	0%	-2%
Cc1cccc2c(=O)cc(C)n(CC(N)=O)c12	0%	-13%	-10%
O=C(NCc1cccc(F)c1)C1CCC(=O)N(C2CC2)C1 (stereo not given)	2%	11%	-1%
O=C(Nc1ccc(F)cc1)C(CCc1ccccc1)N1CCN(c2ccncc2)CC1 (stereo not given)	16µM*	23µM*	.
CCN1CCc2c(sc(NC(=O)Cc3ccccc3)c2C(=O)OC)C1	12µM*	?	-25%
CC1CCCN(C(=O)COC(=O)c2ccc[nH]c2=O)C1 (stereo not given)	4%	-10%	-3%[0.501 µM]
Cc1ccc(S(=O)(=O)Nc2ccc(-c3ccc(N4CCCCCC4)nn3)cc2)cc1C	2.9µM*	-49%	0%
CCOCCCNC(=O)c1ccc2c(=O)n(CCc3ccccc3)c(=O)[nH]c2c1	-3%	-19%	-1%
Cc1cccc(N(CC(=O)NC2CCCC2)C(=O)CS(=O)CC(=O)Nc2ccc3c(c2)OCO3)c1 (stereo not given)	-9%	-15%	-2%
Nc1nc2c(nc(Br)n2C2CC(O)C(CO)O2)c(=O)[nH]1 (stereo not given)	-1%	5%	-5%
CCCCn1c(=O)c2oc3ccccc3c2n(CC(=O)Nc2ccc(CC)cc2)c1=O	13µM*	?	-6%
Cc1ccc(S(=O)(=O)N2CCN(c3nc(-n4ccnn4)nc4ccccc34)CC2)cc1	13µM*	16µM*	.

Continuation.
SMILES	TDP1 cell CPT	DT40 TDP1 no CPT	GCN5L2 inh
OC[C@@H]1CN(Cc2ccc(-c3ccccc3)cc2)C[C@H](n2cnc3c(N4CCCC4)ncnc32)O1	18µM*	21µM*	.
O=C(c1cc2ccccc2oc1=O)N1CCCC1	0%	-1%	?
CCCCOc1ccc(S(=O)(=O)NC(=O)C2(C)CCN2C(=O)Cc2cccs2)cc1 (stereo not given)	-13%	-6%	.
COc1cccc2c1OCC(C(=O)Nc1nccs1)=C2	3%	?	-1%
CC(=O)Oc1ccc(OC(C)=O)c2c1CC(C)=C(C)C2	13µM*	13µM*	-25%
CCCCCOC(=O)CCN1C(=O)/C(=C2\SC(=S)N(CCC(=O)OCCCCC)C2=O)SC1=S	-18%	-6%	-5%
COc1ccc(-c2nc(NCCCN(C)C)c3ccccc3n2)cc1	-25%	?	-5%
O=C(CSc1nnc2ccc(-c3ccc(F)cc3)nn12)N1CCOCC1	0%	-3%	-7%
O=C(NCCCNC(=O)c1ccccc1)c1ccccc1	-2%	-16%	.
Cc1ccccc1S(=O)(=O)Cc1ccc(C(=O)N2CCN(c3cccc(C)c3C)CC2)o1	5.2µM*	4.1µM*	-12%
CCOC(=O)C(=O)Nc1ccc(F)cc1	-7%	-19%	-5%
COc1ccc(C)cc1NC(=O)CN1C(=O)CSc2ccc(S(=O)(=O)N3CCCC3)cc21	?	?	-4%&-4%
CCOc1ccc(OCC)c(NC(=O)c2cc(-c3cccs3)nc3ccccc23)c1	0%	-12%	-5%
CCOC(=O)c1c(-c2ccccc2)nnn1-c1nc(OCC)nc(N2CCCCC2)n1	18µM*	?	-13%
O=C(COc1ccc(F)cc1)NCC1CCCO1 (stereo not given)	-1%	3%	0%
C1=Cc2ccccc2/C1=C\c1ccc(/C=C2\C=Cc3ccccc32)cc1	-2%	-9%	.
CN(CC(=O)Nc1ccc(N2CCOCC2)cc1)CC(=O)Nc1ccccc1C#N	8%	-19%	28%
COc1cc(/C(C)=N/N2CCN(c3ccccc3OC)CC2)ccc1O	-10%	9%	0%
CCOC(=O)c1sc(NC(=O)c2ccoc2C)c(C(N)=O)c1C	26µM*	16µM*	-11%
COc1ccc2c(c1)[nH]c1c(=O)n(CCCN3CCOCC3)cnc12	4%	-1%	-13%
O=C(c1ccccc1)c1ccc(COC(=O)c2cnccn2)cc1	1%	8%	-1%
O=C(N[C@@H](Cc1c[nH]c2ccccc12)C(=O)O)c1ccc(Cl)cc1	-8%	-14%	-9%
COc1cccc(CNC(=O)C(C)n2c(=O)cc(-c3ccccc3)c3c(C)nn(C)c32)c1 (stereo not given)	?	-49%	-7%
CCOc1ccc(C(=O)CN2CCN(S(=O)(=O)c3ccc(F)cc3)CC2)cc1	?	?	2%
CCCCn1c(NCc2ccccc2O)nc2ccccc21	?	?	-6%

Next section.
SMILES	TDP1 cell CPT	DT40 TDP1 no CPT	GCN5L2 inh
COc1ccc(CCNC2=NCCS2)cc1	-27%	-4%	-6%
CC(C)(C)NC(=O)CSc1nc2ccccc2c(=O)[nH]1	-28%	-3%	-10%
COc1ccccc1-c1sc2cc3c(cc2c1-c1ccc(OCCN2CCCCC2)cc1)OCO3	16µM*	12µM*	-9%
COC(=O)CCC(=O)OC1(C)C(=O)C=C2C=C(C3CC3)N(C(CO)CO)C=C2C1=O (stereo not given)	4%	8%	3%
Cc1cccc(NC(=O)Cn2nnc(C(=O)Nc3ccccc3Br)c2N)c1C	-15%	-14%	24%
COc1ccc(OC)c(S(=O)(=O)N2CCc3ccccc3C2)c1	-19%	?	-5%
COc1ccc(NC(=O)N2CCN(S(=O)(=O)c3ccc(F)cc3)CC2)c(OC)c1	-6%	-1%	-29%
O=C(CSc1ncn[nH]1)N(C1CCCCC1)C1CCCCC1	?	-23%	-2%
C/C(=N/OC(=O)c1ccc(Cl)cc1Cl)c1oc(C)nc1C	4%	5%	0%
CCCCCCC[n+]1ccc(/C=C/c2c[nH]c3ccccc23)cc1	0.28µM*	0.32µM*	.
CN(Cc1cn(Cc2ccc(Cl)cc2)nn1)C1CN(Cc2cn(Cc3ccc(Cl)cc3)nn2)S(=O)(=O)C1 (stereo not given)	18µM*	13µM*	.
CCN(CCO)CCCC(C)Nc1ccnc2cc(Cl)ccc12 (stereo not given)	2.6µM*	4.1µM*!	-19%&2%
COc1ccccc1N1CCN(C(=O)c2ccc3c(=O)n(Cc4ccc5c(c4)OCO5)c(=O)[nH]c3c2)CC1	16µM*	18µM*	-6%
O=C(O)c1ccc(S(=O)(=O)Nc2ccc(F)c(Cl)c2)cc1	-16%	-1%	6%
CN(C)CCCN(C(=O)c1ccc(S(=O)(=O)N2CCOCC2)cc1)c1nc2cc3c(cc2s1)OCO3	4%	0%	-5%

Retrieved by structure from the list above:
SMILES	TDP1 cell CPT	DT40 TDP1 no CPT	GCN5L2 inh
Cc1cccc(NC(=O)Cn2nnc(C(=O)Nc3ccccc3Br)c2N)c1C	-15%	-14%	24%
CC(C)(C)NC(=O)CSc1nc2ccccc2c(=O)[nH]1	-28%	-3%	-10%
CC1CCCC(NC(=O)C2CCN(S(=O)(=O)N3CCCCCC3)CC2)C1C (stereo not given)	?	23µM*	-1%
CCN1CCc2c(sc(NC(=O)Cc3ccccc3)c2C(=O)OC)C1	12µM*	?	-25%
